Screens as filed in PubChem BioAssay.
KB-V1 MDR tox – kills drug-selected multidrug resistant KB-V1 cells; KB-V1 MDR cells viability, CellTiter-Glo, 72 h; Potency, µM (top dose mostly 46.1 µM), inactives show at the top dose activity change, negative = cytotoxicity, actives largely listed as cytotoxic; actives 3.4% (n = 400,000); AID 1347076; further: potency means the concentration at half of the fitted maximal effect; on the % scale 0 is the no-effect control and ±100 the full control effect; nearly all actives have a fitted effect of over 60% in size
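Potencies derive from concentration-effect curves fitted to normalized luminescence (CellTiter-Glo) of KB-V1 cells treated for 72 h at 37 degrees C in phenol-red-free DMEM containing 10% FBS.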
TDP-43 yeast inh – rescues yeast growth from TDP-43 toxicity; TDP-43 expressing yeast growth rescue, BacTiter-Glo, 24 h; Potency, µM (doses to about 46.1 µM), for the others: top-dose growth rescue (activation), hits mostly activators; actives 1.8% (n = 410,000); AID 652104; further: potency means the concentration at half of the fitted maximal effect; % of control where 0% means no effect; nearly all actives have a fitted effect of over 50% in size
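Luminescence from BacTiter-Glo reports growth of TDP-43-expressing yeast after 24 hr at 30 deg C with compound. Cells were raffinose-pregrown to mid-log, then seeded in galactose medium at OD600=0.02.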
PTHR1 ag – activates the human parathyroid hormone receptor PTHR1; Potency, µM (doses to about 115 µM), for the others: at the top dose activation, hits mostly activators; HEK293 GP2 PTHR1 cells, GloSensor cAMP luminescence, 1 h; Q03431; actives 0.075% (n = 410,000); AID 743266; further: potency means the concentration at half of the fitted maximal effect; nearly all actives have a fitted effect of over 55% in size; some results filed as inactive show a strong effect at the top dose; inactives centre near -15; many of its hits are not listed in these tables
Target sequence (Q03431 whole entry, looked up): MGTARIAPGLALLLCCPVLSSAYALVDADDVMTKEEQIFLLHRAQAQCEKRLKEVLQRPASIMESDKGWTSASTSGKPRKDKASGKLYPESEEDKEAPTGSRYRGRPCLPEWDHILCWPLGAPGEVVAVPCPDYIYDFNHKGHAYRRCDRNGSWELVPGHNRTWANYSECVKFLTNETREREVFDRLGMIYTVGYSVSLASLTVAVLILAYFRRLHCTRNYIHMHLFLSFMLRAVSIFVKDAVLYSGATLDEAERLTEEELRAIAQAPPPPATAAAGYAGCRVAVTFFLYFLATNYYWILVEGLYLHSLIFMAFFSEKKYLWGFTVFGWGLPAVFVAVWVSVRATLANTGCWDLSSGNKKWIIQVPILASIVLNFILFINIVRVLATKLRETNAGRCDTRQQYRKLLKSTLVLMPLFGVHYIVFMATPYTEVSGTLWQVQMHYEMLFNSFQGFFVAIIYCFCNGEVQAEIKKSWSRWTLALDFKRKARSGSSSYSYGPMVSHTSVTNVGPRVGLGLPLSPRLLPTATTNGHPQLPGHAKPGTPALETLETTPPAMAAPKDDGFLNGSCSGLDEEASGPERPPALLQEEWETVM
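HEK-293-derived GP2 cells expressing PTHR1 and a GloSensor cAMP reporter, 3,000/well, plated overnight, given luciferin plus IBMX (each 0.5 mM as added) for 1 h at 37 °C, then compound for 1 h at 37 °C. Luminescence was read after 15 min at room temperature.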
D3 antag – D3 dopamine receptor (human) antagonism; actives 2.5% (n = 360,000); D3R cells, DiscoveRx beta-arrestin luminescence, antagonist mode; active compounds read low; max response, negative = inhibition, %; P35462; in the data active means max response below about -50%; inconclusive means no clear call, values can overlap the other calls; further: on the % scale 0 is the no-effect control and ±100 the full control effect; mostly tested at two doses, the higher about 12 µM
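Cells expressing the human receptor were seeded at 1500 cells/well, incubated overnight at 37 degrees C in 5% CO2, then exposed to library compounds with dopamine controls for 90 minutes at 37 degrees C before luminescent detection.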
GLP1R cytotox – cytotoxic in the GLP-1 receptor inverse agonist counter-screen; AID 624418; Potency, µM (top dose mostly 38.3 µM), without a hit: at the top dose activity change, negative = inhibition, actives largely listed as inhibitors; actives 0.13% (n = 410,000); HEK293 cAMP-luciferase reporter cells, luminescence, 24 h;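 further: loss of luciferase light is scored as toxicity; potency means the concentration at half of the fitted maximal effect; on the % scale 0 is the no-effect control and ±100 the full control effect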
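Here, cytotoxicity is scored as loss of luminescence. The MLSMR collection was tested on cells seeded in medium containing 10% Nu serum, with a 24 hr compound exposure preceded by 12 hours of culture.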
GLP1R ag – agonists of human GLP-1 receptor. P43220. HEK293 GLP-1R CRE-luciferase, luminescence, 4-6 h; cells express a hypersensitive GLP-1R form. Potency, µM (series often up to 45.6 µM), for inactives: at the highest dose activation, usual class: activators. actives 0.007% (n = 380,000). AID 624172; further: potency means the concentration at half of the fitted maximal effect; % of control where 0% means no effect
Target sequence (P43220 whole entry, looked up): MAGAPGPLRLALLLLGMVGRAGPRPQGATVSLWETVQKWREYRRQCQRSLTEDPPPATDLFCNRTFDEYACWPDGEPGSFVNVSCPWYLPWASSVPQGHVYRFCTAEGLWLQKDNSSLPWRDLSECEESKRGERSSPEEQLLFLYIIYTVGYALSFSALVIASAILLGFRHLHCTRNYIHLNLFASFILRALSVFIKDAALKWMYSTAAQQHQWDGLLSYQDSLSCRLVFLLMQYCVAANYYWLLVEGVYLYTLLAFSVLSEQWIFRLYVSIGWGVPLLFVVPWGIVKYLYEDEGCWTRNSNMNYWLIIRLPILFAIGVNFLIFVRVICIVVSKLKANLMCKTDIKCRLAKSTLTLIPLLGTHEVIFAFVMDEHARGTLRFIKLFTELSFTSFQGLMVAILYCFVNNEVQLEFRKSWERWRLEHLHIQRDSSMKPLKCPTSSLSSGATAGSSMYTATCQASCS
DRD3 agonist – activates the human D3 dopamine receptor; AID 652048; P35462; actives 0.58% (n = 410,000); D3R DiscoveRx beta-arrestin cells, luminescence, 90 min; max activation, %; in the data active means max activation above about 30%; further: 0% is about no effect; mostly tested at two doses, the higher about 12 µM
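Cells at 1500/well, incubated overnight, then treated with pinned compounds (dopamine as control) for 90 min at 37 degrees C. DiscoveRx reagent added for 30 - 60 minutes at room temperature; luminescence read.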
aSyn yeast inh – rescues yeast growth from alpha-synuclein toxicity. Yeast expressing alpha-synuclein, growth rescue, BacTiter-Glo, 24 h. Potency, µM (highest dose often 46.1 µM), for the others: top-dose growth rescue (activation), usual class: activators. actives 0.14% (n = 370,000). AID 652106; further: potency means the concentration at half of the fitted maximal effect; % of control where 0% means no effect; nearly all actives have a fitted effect of over 65% in size
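Galactose-induced alpha-syn yeast (OD600=0.02, raffinose-pregrown) + pinned cpd, 24 hr, 30 deg C; growth by BacTiter-Glo luminescence. Growth restoration scores as activation.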
GLP1R inv ag – inverse agonists of human GLP-1 receptor; P43220; HEK293 GLP-1R CRE-luciferase, luminescence, 24 h; GLP-1R form is constitutively active; Potency, µM (top dose mostly 38.3 µM), for the others: top-dose activity change, negative = inhibition, actives largely listed as inhibitors; actives 1.6% (n = 410,000); further: potency means the concentration at half of the fitted maximal effect; on the % scale 0 is the no-effect control and ±100 the full control effect; nearly all actives have a fitted effect of over 55% in size
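HEK293 cells stably co-expressing a cAMP-responsive luciferase reporter and constitutively active GLP-1R were seeded, incubated 12 h, then exposed to compounds for 24 h at 37 C. Luminescence was read 12 min after detection reagent; inverse agonists lower signal.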
Numbers without * were called inactive; i = inactive; ? = inconclusive; · = not tested or not shown; [ ] = dose if it differs, or a comment. Unless noted, the call rests on the fitted dose curve; in most records, active means well fitted curve in the direction sought with a large enough effect; inconclusive means small, poorly fitted or top-dose-only effect, or another doubt; inactive means no such curve, though single readings can be large; an effect the other way counts as inactive or inconclusive.

1) COC(=O)c1cn(-c2ccccc2)nc1-c1ccccc1
2) CCc1ccc(/C=C2/SC(=S)N(CCCC(=O)Nc3ccccc3C(=O)O)C2=O)cc1
3) CCSC1=NC(=O)/C(=C2/C=Cc3ccccc3N2CC)S1
4) CC(C)N(C)C1CCN(S(=O)(=O)c2ccc(-c3ccc(=O)[nH]n3)s2)CC1
5) CC(Cc1ccccc1)C(=O)NCc1nc2ccccc2s1 (stereo not drawn)
6) COc1ccc(/C=N/n2c(C)nnc2C)c(OC)c1
7) COC(=O)c1ccc(/C=N/NC(=O)C(=O)NCc2ccccc2)cc1
8) NS(=O)(=O)c1ccc(NC(=O)COc2ncnc3sccc23)cc1
9) CN(C)C(CNC(=O)c1cccc(S(=O)(=O)Nc2ccccc2Cl)c1)c1ccccc1 (stereo not drawn)
10) COc1ccc(-c2cc3nc(C)c(CCC(=O)N4CCN(c5cc(C)ccc5C)CC4)c(C)n3n2)c(OC)c1
Screen / compound no.,1,2,3,4,5,6,7,8,9,10
KB-V1 MDR tox,3%,?,-42%,0%,0%,8%,4%,25%,?,11%
TDP-43 yeast inh,18%,-5%,-1%,-17%,19%,9%,6%[9.22 µM],-13%,-14%,3%
PTHR1 ag,-4%,i,i,10%,-44%[inhibitor],i,i,-12%,-34%,-10%
D3 antag,-5,14,-3,-22,4,1,9,-8,?,·
GLP1R cytotox,-2%,-7%,?,2%,-26%,0%,3%[7.66 µM],1%,-4%,2%
GLP1R ag,8%,-2%,1%,-3%,4%,-2%,0%,4%,-1%,-2%
DRD3 agonist,-2,13,-18,-8,2,2,6,3,-27,0
aSyn yeast inh,0%,-1%,-10%,-1%,-6%,-8%,2%,-2%,0%,·
GLP1R inv ag,?,8%,-5%,26%,18%,21%,-9%[7.66 µM],-7%,?,-4%

11) COC(=O)c1c(-c2cccnc2)csc1NC(=O)c1ccc2c(c1)OCO2
12) COc1ccccc1CCc1nnc(CCC(=O)NCCC2CCCCO2)o1 (stereo not drawn)
13) C=CCn1c(C)cc(C2=NNC(=Nc3ccc(C)cc3)SC2)c1C
14) O=C(CN1c2ccccc2Sc2ccccc21)N/N=C/c1ccc([N+](=O)[O-])cc1
15) COc1ccc(Nc2ncccc2C(=O)Nc2ccccc2)cc1
16) CC(C)(C)NC(=O)COC(=O)CCC(=O)c1ccc(F)cc1
17) COc1ccc(-c2nc(CSCC(=O)NCCCN3CCCC3=O)c(C)o2)cc1OC
18) CC(=O)N1CCN(c2nc(N)c(C#N)c(CC#N)c2C#N)CC1
19) CC1=CC(C)C(C(=O)O)C(C(=O)O)C1 (stereo not drawn)
20) COc1ccc(N/C=C(\C#N)c2nc3ccccc3n2C)c(OC)c1
Screen / compound no.,11,12,13,14,15,16,17,18,19,20
KB-V1 MDR tox,?,5%,5%,?,0%,5%,-2%,16%,5%,21µM*
TDP-43 yeast inh,-4%,19%,4%,-7%,?,13%,-7%,-18%,-17%,?
PTHR1 ag,-10%,-1%,-14%,-5%,-1%[57.5 µM],i,-19%,25%,i,-2%
D3 antag,11,-6,-15,?,0,12,-2,-11,11,40
GLP1R cytotox,10%,2%,-6%,-7%,7%,2%,-3%,4%,-5%,-24%
GLP1R ag,0%,3%,3%,5%,5%,1%,-2%,0%,-14%,4%
DRD3 agonist,11,-5,-6,-12,-2,6,6,1,0,10
aSyn yeast inh,-8%,5%,1%,9%,-4%,5%,-2%,-8%,0%,4%
GLP1R inv ag,109%[activator],-9%,4%,13µM*,?,-2%,14%,11%,-5%,8%

21) COc1ccc(CN2CCNC(=O)C2CC(=O)N(C)CCc2cnn(C)c2)c(F)c1 (stereo not drawn)
22) COc1cc(CNn2cn[nH]c2=S)ccc1OCC(=O)NC(C)(C)C
23) C/C(=N\NC(=O)C1CC1)c1ccc(OC(F)F)cc1
24) Cc1ccc(NC(=O)C2CCN(C(=O)NC3CCCCC3)CC2)c(C)c1
25) COc1cc(C)ccc1OCC(=O)OCC(=O)c1ccc[nH]1
26) CC(=O)N1N=C(c2ccc(NS(C)(=O)=O)cc2)CC1c1ccc2nccnc2c1 (stereo not drawn)
27) O=C(CCCC(=O)Nc1cccnc1)Nc1cccnc1
28) CCc1cccc(CC)c1NC(=O)C1CCC(CNS(=O)(=O)c2cccc3nsnc23)CC1 (stereo not drawn)
29) COC(=O)C(CCCCNC(=O)OCc1ccccc1)NC(=O)CN (stereo not drawn)
30) CC[n+]1c(C)n(-c2ccccc2)c2ccc(C(=O)OC)cc21
Screen / compound no.,21,22,23,24,25,26,27,28,29,30
KB-V1 MDR tox,-6%,2%,13µM*,-4%,14%,-9%,21%,-26%,-3%,8%
TDP-43 yeast inh,-25%,-9%,12%,5%,24%,·,3%,0%,20%,17%
PTHR1 ag,i,i,i,-15%[57.5 µM],i,i,i,-28%,i,i
D3 antag,?,-16,-19,-24,0,17,25,·,2,1
GLP1R cytotox,-27%,-7%,-3%,-6%,7%,-14%,3%,-6%,2%,12%
GLP1R ag,-2%,2%,3%,-8%,-14%,-2%,-17%,·,-2%,3%
DRD3 agonist,2,6,-9,-3,-1,6,6,4,-3,1
aSyn yeast inh,-1%,-3%,-10%,-1%,9%,-2%,-1%,·,7%,4%
GLP1R inv ag,-1%,-21%,24%,6%,3%,11%,3%,-7%,13%,12%

31) Cn1nnnc1SCC(=O)Nc1ccccc1C(=O)NCc1ccccc1
32) O=C(O)c1cccc2[nH]c(C(F)(F)F)nc12
33) c1ccc(N2CCN(c3ncnc4scc(-c5cccs5)c34)CC2)cc1
34) Cc1ccccc1OCCCC(=O)Nc1nccs1
35) CCN(Cc1ccccc1)c1ccc(/C=N/N2CCOCC2)cc1
36) CCOC(=O)c1cn(-c2ccccc2CO)c2c(F)c(F)c(F)cc2c1=O
37) CC1CC1C(=O)OCC(=O)NCc1ccc(Cl)cc1Cl (stereo not drawn)
38) Cc1nc(-c2ccc(F)cc2)c(CC(=O)N(C)CC(=O)Nc2ccc(Cl)c(C(F)(F)F)c2)s1
39) COc1ccc(C)cc1Nc1nc2c(S(=O)(=O)c3cccc(Cl)c3)nnn2c2ccsc12
40) CCCn1c(SCC(=O)Nc2cc(S(=O)(=O)N(C)C)ccc2OC)n[nH]c1=O
Screen / compound no.,31,32,33,34,35,36,37,38,39,40
KB-V1 MDR tox,-18%,11%,?,?,8%,2%,-7%,-13%,15%,16%
TDP-43 yeast inh,-19%,-2%,-4%,25%,-11%[0.397 µM],0%,24%,?,4%,7%
PTHR1 ag,-7%[57.5 µM],i,-1%[57.5 µM],-30%,i,-5%[57.5 µM],i,-35%[inhibitor],26%,i
D3 antag,11,0,39,9,-16,25,-11,-2,·,14
GLP1R cytotox,6%,-4%,5%,5%,-7%,-2%,9%,-29%,24%,-25%
GLP1R ag,7%,11%,3%,7%,34%,-8%,2%,1%,·,-6%
DRD3 agonist,-2,7,51*,2,0,1,-1,-13,4,-4
aSyn yeast inh,2%,4%,1%,-1%,3%,-10%,1%,-1%,·,4%
GLP1R inv ag,0%,-16%,-4%,-8%,?,5%,-7%,?,13%,66%[activator]

Sorted by molecular weight (ascending): three of the compounds above
34) Cc1ccccc1OCCCC(=O)Nc1nccs1
31) Cn1nnnc1SCC(=O)Nc1ccccc1C(=O)NCc1ccccc1
38) Cc1nc(-c2ccc(F)cc2)c(CC(=O)N(C)CC(=O)Nc2ccc(Cl)c(C(F)(F)F)c2)s1
Screen / compound no.,34,31,38
KB-V1 MDR tox,?,-18%,-13%
TDP-43 yeast inh,25%,-19%,?
PTHR1 ag,-30%,-7%[57.5 µM],-35%[inhibitor]
D3 antag,9,11,-2
GLP1R cytotox,5%,6%,-29%
GLP1R ag,7%,7%,1%
DRD3 agonist,2,-2,-13
aSyn yeast inh,-1%,2%,-1%
GLP1R inv ag,-8%,0%,?

(listing goes on)
41) NC(=O)c1cnn(-c2cc(Oc3ccccc3)ncn2)c1N
42) O=C(CC1CCCCC1)NCc1ccc(Cl)cc1
43) CCN(CC)CCNC(=O)c1[nH]c2ccccc2c1Sc1ccc(Cl)cc1
44) Cc1ccc(C(=O)N2CCSCC2)cc1
45) COC(=O)c1ccccc1NC(=O)Cn1nc(C)c2nn(-c3ccc(Cl)cc3)c(C)c2c1=O
46) O=C(Nc1ccc(Cl)cc1)C1C2CCC3C(CCC21)C3(Cl)Cl (stereo not drawn)
47) COCCn1cnc2c1c(=O)n(CC#N)c(=O)n2Cc1ccccc1
Screen / compound no.,41,42,43,44,45,46,47
KB-V1 MDR tox,0%,4%,-28%,15%,·,0%,3%
TDP-43 yeast inh,1%[0.397 µM],4%,8%,-21%,20%,-3%,-1%
PTHR1 ag,-16%,-23%,-23%,-6%[57.5 µM],-25%,-15%[57.5 µM],-17%
D3 antag,8,3,·,4,·,10,25
GLP1R cytotox,-3%,6%,-12%,1%,-14%,-19%,11%
GLP1R ag,5%,-2%,·,-2%,·,-12%,4%
DRD3 agonist,-7,-3,-18,2,9,8,-2
aSyn yeast inh,-1%,10%,·,-2%,·,14%,0%
GLP1R inv ag,72%[activator],?,?,0%,8%,?,14%

Some of the compounds tested; the hit share may differ from the screen's.
